High-throughput results from PubChem.
H37Rv inhibition – M. tuberculosis growth inhibition, HTS (AID 449762); M. tuberculosis H37Rv growth inhibition, 7H9 media; higher % means a stronger effect; one-dose inhibition, % at 25 µM; IC50 in µM for titrated hits; actives 0.59% (n = 330,000); in the data active means a potency from the dose series; inconclusive means inhibition above about 70% without an active follow-up result;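 further: bacterial growth assessed after seven days of incubation; strong numbers were not always called active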
influenza NS1A – H1N1 influenza NS1A inhibitors, functional cell based assay (AID 504329); inhibition, % at 12.5 µM; hits with a dose series show IC50 in µM; NS1A functional cell-based assay, percent inhibition; higher % means a stronger effect; actives 0.3% (n = 340,000); in the data active means a potency from the dose series; inconclusive means inhibition above about 27% without an active follow-up result; further: strong numbers were not always called active
PhoP GFP inhibition – PhoP regulon inhibitors, Salmonella typhi PhoP promoter GFP reporter, confirmatory (AID 1850) | actives 0.33% (n = 310,000) | inhibition, % at 50 µM; hits with a dose series show IC50 in µM | Salmonella Typhi PhoP-promoter GFP reporter, fluorescence, 4 h; higher % means a stronger effect; in the data active means a potency from the dose series; inconclusive means inhibition mostly from about 25% at the one dose, without a potency; inactive means the rest, 99 in 100 with inhibition below about 19%;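 further: 0% = induced wells with vehicle and 100% = uninduced wells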
tuberculosis growth – growth inhibition of non-replicating M. tuberculosis (AID 488890); Mycobacterium tuberculosis non-replicating, growth inhibition; higher % means a stronger effect; inhibition, % at 25 µM; hits with a dose series show IC50 in µM; actives 0.39% (n = 320,000); in the data active means a potency from the dose series; inconclusive means inhibition mostly from about 82% at the one dose, without a potency; inactive means the rest, 99 in 100 with inhibition below about 76%;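 further: plate controls were DMSO cells for no effect and high antibiotic wells for full effect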
VEEV TC-83 Vero – inhibitors of VEEV TC-83 cytopathic effect, confirmation, Vero cells (AID 588727); actives 0.13% (n = 350,000); Vero cells, VEEV TC-83 cytopathic effect inhibition; higher % means a stronger effect; one-dose inhibition, % at 20 µM; IC50 in µM for titrated hits; in the data active means a potency from the dose series; inconclusive means inhibition mostly from about 14% at the one dose, without a potency; inactive means the rest, 99 in 100 with inhibition below about 12%; further: strong numbers were not always called active
VEEV TC-83 Vero 10K pilot screen – also measured in VEEV TC-83 Vero; calls as there; inhibition, %; measured here: 10K pilot screen inhibition
Active calls of the source: *; i = inactive; u = inconclusive; x = not tested or not shown; & = joins results of further samples.

SMILES	H37Rv inhibition	influenza NS1A	PhoP GFP inhibition	tuberculosis growth	VEEV TC-83 Vero	others
Cc1ccnc(NC(=O)CCC(=O)N(CC(=O)NCc2ccc(F)cc2)c2ccc(F)cc2)c1	0.8%	8.9%	3.6%	-1.9%	i
COc1ccc(CCn2c(C)ccc2C)cc1OC	-0.3%	x	3.1%	51.5%	x
CC1CCCC(NC(=O)COC(=O)[C@@H](NC(=O)c2ccc(F)cc2)C(C)C)C1C (some centres undefined)	5.2%	4.3%	x	36.6%	1.7%
O=C(Cc1ccccc1)Nc1c(Cl)ccc2nsnc12	-7.5%	x	11.9%	-8.1%	0.2%
CN(C(=O)C1CCCN1S(=O)(=O)c1ccc(Cl)cc1)c1ccccc1 (centres undefined)	-10.7%	-17.9%	x	-7.6%	1.9%
CC1(C)CC(=O)C=C(NNC(=O)c2ccc(N)cc2)C1	8.2%	-20.9%	-5.5%	1.2%	0.1%
CCCOc1ccc(N2C(=O)C3ON(c4ccccc4)C(c4ccc(O)c(OC)c4)C3C2=O)cc1 (centres undefined)	-3.8%	-2.1%	-0.5%	14.2%	1.3%
COc1ccc(Cl)cc1NC(=O)CN(C)CC(=O)N(CC(C)C)c1c(N)n(CC(C)C)c(=O)[nH]c1=O	4.5%	-4.9%	x	47.8%	5.7%
COC(=O)c1ccc(OC(=O)c2ccc(OC)cc2)c(OC)c1	7.6%	-9.2%	1.6%	18.9%	0.3%
Cc1ccc(NC(=O)CSc2n[nH]c(-c3ccco3)n2)cc1	44.5%	-7.2%	-1.1%	56.4%	i
C=CCOC(=O)C1=C(C)NC(C)=C(C(=O)OCC=C)C1c1cn(-c2ccccc2)nc1-c1ccco1	5.7%	-2.1%	-4.6%	-4.9%	0.9%
CCOC(=O)c1cc(C(=O)Nc2ccccc2F)nn1C	2.4%	-6.4%	0.8%	-0.8%	3.0%
O=C(NCCCN1CCCC1=O)c1cccs1	2.6%	6.3%	-7.4%	-18.3%	0.8%
NC(=O)C1CCN(C(=O)c2ccc(-c3ccccc3Cl)o2)CC1	-1.6%	-13.8%	x	-9.0%	0.5%
CC(=O)Oc1cccc(N2C(=O)CC(Nc3ccc(N4CCOCC4)cc3)C2=O)c1 (centres undefined)	1.0%	6.6%	-1.9%	20.4%	8.3%
CCc1csc(CCNC(=O)C2CCC(=O)N(Cc3cccc(C(F)(F)F)c3)C2)n1 (centres undefined)	-25.1%	-2.4%	-6.9%	-0.8%	5.2%
CCOc1ccc(C(=O)NCCCn2ccnc2)cc1	5.7%	-7.1%	2.1%	-19.4%	5.3%
COc1cc2nc(C3CC3)n(NC(=O)c3ccc(F)cc3)c(=O)c2cc1OC	-8.2%	5.9%	5.2%	-0.2%	2.0%
COc1ccc(CCN(C)C(=O)c2cc(S(=O)(=O)NCc3ccccc3)ccc2C)cc1OC	-2.7%	-2.1%	2.3%	19.4%	5.4%
COc1ccccc1NC(=O)c1ccc2nc(N3C(=O)CCC3=O)sc2c1	-12.9%	-2.6%	-2.3%	4.6%	2.2%
CC1CCN(C(=O)CCNS(=O)(=O)c2ccc3c(c2)oc(=O)n3C)CC1	-3.4%	0.4%	6.0%	1.4%	1.5%
O=C(NCCOc1cccnc1)C1CCC(=O)N(Cc2ccccc2F)C1 (centres undefined)	3.1%	-3.5%	-13.2%	-6.4%	1.3%
O=S(=O)(c1ccc(NCCOCCO)nc1)N1CCCCC1	-3.8%	-7.0%	x	-16.4%	2.2%
CC1CCc2c(sc(NC(=O)CSc3nnc(-c4ccccc4)o3)c2C#N)C1 (centres undefined)	-1.7%	-0.2%	-3.7%	-18.4%	i
CCCCn1cc(C(C)(C)C)c(C#N)c1NC(C)=O	-3.7%	-2.7%	12.8%	-1.2%	1.3%
C[C@]12CCCCC1=CC(=O)C1C2CC[C@@]2(C)C1C[C@@H](F)[C@@H]2O (some centres undefined)	x	-23.5%	x	x	2.0%
O=C1CC(c2nc3ccccc3[nH]2)CN1c1ccccc1 (centres undefined)	-8.9%	1.2%	10.1%	-15.4%	7.9%
Cc1ccc(C(=O)CN(C(=O)c2ccc(Cl)cc2)N2C(=O)CCC2=O)cc1	6.5%	-1.5%	8.3%	11.6%	0.3%
CC(=O)c1nccs1	-10.0%	-23.0%	x	-0.1%	1.1%
CCOC(=O)C1CCCN(S(=O)(=O)c2ccc3c(c2)CC(C)N3C(=O)C2CC2)C1 (centres undefined)	0.3%	1.2%	4.7%	-2.6%	0.9%
O=C(Oc1ccccc1)Oc1ccc2c(c1)oc(=O)c1ccccc12	u	8.5%	-4.8%	u	4.0%
CCC(C)NC(=O)c1ccc(N2CC3CC(C2)c2cccc(=O)n2C3)c(NC(=O)c2ccc(Br)o2)c1 (centres undefined)	8.3%	7.6%	1.1%	8.1%	1.1%
CN1C(=O)NC(c2ccc(C(F)(F)F)cc2)C2=C1CC(C)(C)CC2=O (centres undefined)	18.6%	-5.4%	-11.3%	4.5%	1.7%
CC1(C)C(=O)Nc2ccccc2N1C(=O)COC(=O)CSc1ccc(F)cc1	-2.5%	-4.2%	x	-0.1%	i
O=C(c1ccc(F)cc1)N1CCC(C(=O)N2CCN(Cc3ccc4c(c3)OCO4)CC2)CC1	-15.9%	1.1%	2.8%	-32.2%	3.1%
CCOc1ccccc1Nc1ccc(C(=O)O)cc1N	5.2%	-14.3%	-1.6%	7.4%	0.0%
CCOC(=O)c1cc2sc(C)cc2n1CC(=O)NCCc1ccccc1	2.9%	-0.6%	-7.6%	-3.8%	i
Cc1ccc(C)c(OCC(=O)O/N=C(\N)c2ccccn2)c1	-2.5%	-0.6%	-0.2%	-18.7%	7.3%
Cc1ccccc1CSc1nccn1-c1ccccc1	-2.0%	6.8%	5.5%	67.1%	6.7%
O=[N+]([O-])c1ccccc1S(=O)(=O)Nc1cccc(S(=O)(=O)N2CCCC2)c1	-5.0%	-3.5%	x	0.1%	3.2%
CCS(=O)(=O)N1CCCC(C(=O)NCCCOC(C)C)C1 (centres undefined)	0.1%	-7.1%	2.2%	-4.3%	0.7%
CCn1ccc(C(=O)Nc2sc3c(c2C(=O)OC)CCC3)n1	39.9%	-16.5%	12.6%	46.9%	6.2%
CCCCNC(=O)c1cc(S(=O)(=O)N2CCCCC2)oc1C	-26.1%	-4.8%	-11.5%	-3.6%	1.8%
O=C(Nc1ccc(Cl)cc1F)C1CCCN(C2=NS(=O)(=O)c3ccccc32)C1 (centres undefined)	x	2.8%	x	x	1.4%
CC(C(=O)NCc1ccco1)n1cc(C(=O)c2ccco2)c2ccccc21 (centres undefined)	0.6%	-11.1%	-6.0%	1.6%	3.2%
CC(=O)c1cccc(NC(=O)c2ccccc2OCc2ccc(F)cc2)c1	2.4%	5.2%	9.2%	13.6%	2.6%
COc1ccc(NC(=S)NC(C)c2ccncc2)cc1OC (centres undefined)	7.0%	1.5%	3.6%	19.8%	0.3%
CC(C(=O)NCc1ccc(F)cc1)c1ccc([N+](=O)[O-])cc1 (centres undefined)	11.7%	-10.6%	-6.1%	48.9%	i	VEEV TC-83 Vero 10K pilot screen=0.0
CC(=O)NC12CC3CC(C1)CC(C(=O)Nc1cccc(S(=O)(=O)N4CCCCCC4)c1)(C3)C2	x	-19.8%	x	x	5.8%
CC(=O)OCc1c(-c2ccccc2)c2cc([N+](=O)[O-])ccc2n1C	u	0.3%	1.6%	u	i
C/C(N)=C(/C#N)C(=O)CSc1nc2ccccc2c(=O)n1-c1ccccc1C	7.1%	-16.5%	-7.8%	4.1%	7.7%
COc1ccc(-n2nc(C(=O)NCC(=O)N3CCC(C(N)=O)CC3)c3ccccc3c2=O)cc1OC	-4.6%	-8.6%	11.6%	3.1%	1.4%
COC(=O)c1cc(OC)c(OC)cc1NC(=O)CN1C(=O)c2ccccc2C1=O	-18.3%	2.4%	-6.7%	6.0%	i
Cc1cc(C)nc(NS(=O)(=O)c2ccc(NC(=O)NC3CCCCC3)cc2)n1	-3.8%	-12.1%	4.5%	6.9%	2.6%
Cc1ccc(-c2noc(CSc3nnc(-c4ccncc4)n3-c3ccc(C)cc3)n2)cc1	4.0%	3.3%	-11.4%	22.7%	0.9%
Cc1noc(C)c1COC(=O)/C=C/c1ccc(Cl)cc1	1.4%	-15.6%	-24.3%	21.2%	2.3%
O=C(NCCNS(=O)(=O)c1ccccc1)c1ccc([N+](=O)[O-])cc1	-0.9%	-14.3%	-3.0%	-9.7%	i
Cc1nc2ccccn2c1-c1csc(NCc2ccco2)n1	5.4%	-8.1%	-1.4%	42.7%	0.6%
CCC(C)NC(=O)C1CCN(S(=O)(=O)c2cccs2)CC1 (centres undefined)	5.9%	4.1%	-6.2%	0.1%	6.2%
Cc1ccc2c(c1)CCCN2C(=O)c1cccs1	x	-15.8%	4.4%	x	1.5%

Five compounds already listed, arranged by count of non-hydrogen atoms, rising:
SMILES	H37Rv inhibition	influenza NS1A	PhoP GFP inhibition	tuberculosis growth	VEEV TC-83 Vero	others
Cc1ccc2c(c1)CCCN2C(=O)c1cccs1	x	-15.8%	4.4%	x	1.5%
CCC(C)NC(=O)C1CCN(S(=O)(=O)c2cccs2)CC1 (centres undefined)	5.9%	4.1%	-6.2%	0.1%	6.2%
Cc1nc2ccccn2c1-c1csc(NCc2ccco2)n1	5.4%	-8.1%	-1.4%	42.7%	0.6%
CC(=O)OCc1c(-c2ccccc2)c2cc([N+](=O)[O-])ccc2n1C	u	0.3%	1.6%	u	i
O=C(Nc1ccc(Cl)cc1F)C1CCCN(C2=NS(=O)(=O)c3ccccc32)C1 (centres undefined)	x	2.8%	x	x	1.4%

Among those listed so far, these contain two or more sulfur atoms.
SMILES	H37Rv inhibition	influenza NS1A	PhoP GFP inhibition	tuberculosis growth	VEEV TC-83 Vero	others
CC1CCc2c(sc(NC(=O)CSc3nnc(-c4ccccc4)o3)c2C#N)C1 (centres undefined)	-1.7%	-0.2%	-3.7%	-18.4%	i
O=[N+]([O-])c1ccccc1S(=O)(=O)Nc1cccc(S(=O)(=O)N2CCCC2)c1	-5.0%	-3.5%	x	0.1%	3.2%
CCC(C)NC(=O)C1CCN(S(=O)(=O)c2cccs2)CC1 (centres undefined)	5.9%	4.1%	-6.2%	0.1%	6.2%

Next part:
SMILES	H37Rv inhibition	influenza NS1A	PhoP GFP inhibition	tuberculosis growth	VEEV TC-83 Vero	others
COc1cc(OC)c(OC)cc1CNCCNC(=O)c1nonc1N	8.2%	-13.2%	6.2%	1.7%	i
CCCNC(=O)Nc1ccc(NC(C)=O)cc1	0.8%	-3.8%	-8.3%	-5.2%	i
COc1ccc(NC(=O)CSc2nc3sc(C)c(C)c3c(=O)n2Cc2ccco2)cc1	1.7%	-0.5%	-0.4%	-10.9%	1.7%
COc1cc(/C=N/N2C(=O)CSC2=S)ccc1O	-3.7%	16.8%	-2.6%	14.7%	7.5%
COc1ccc(CCNC(=O)c2cc(C)oc2C)cc1OC	2.6%	6.8%	-4.5%	5.0%	i
c1ccc(-c2ccc3c(c2)NCCN3)cc1	-3.0%	-8.9%	-7.3%	12.9%	i
CCCCCCn1c(CN2CCC(C)CC2)nc2c1c(=O)n(C)c(=O)n2C	-12.5%	-2.9%	0.5%	-7.5%	2.0%
CCOC(=O)N1CCN(C(=O)c2ccc3c(c2)N(Cc2ccc(C)cc2)CCS3)CC1	1.9%	18.5%	-8.6%	14.1%	5.4%
COc1ccc(-c2cnc(N)nc2-c2ccc(OC)cc2O)cc1	4.7%	12.2%	15.7%	x	8.1%
CCCC(C)NC(=O)COC(=O)c1cccc(NS(C)(=O)=O)c1 (centres undefined)	7.0%	11.2%	5.3%	-1.4%	0.6%
CC(O)CNC(=O)C1CCN(Cc2ccc(OCc3ccccc3)cc2)CC1 (centres undefined)	1.7%	20.7%	-6.1%	6.6%	0.1%
CCCCCn1cnnc1SCC(=O)c1c(N)n(C2CC2)c(=O)[nH]c1=O	x	-3.6%	x	x	3.1%
CC(=O)NS(=O)(=O)c1ccc(N)cc1	37.0%&41.5%	8.7%&1.9%	7.3%&6.8%&11.8%	59.5%&60.8%	0.1%&0.7%
O=C(CSCc1ccc(Br)cc1)N1CCCC1	0.2%	-6.5%	5.7%	71.8%	2.4%
O=S(=O)(c1ccccc1)c1nc(-c2ccccc2)oc1NCCCN1CCOCC1	9.3%	3.0%	-0.5%	12.4%	7.0%
N#CCc1nn2c3c(cnc2c1C#N)C(=O)CCC3	-0.2%	4.8%	1.4%	-11.0%	2.3%
Cn1c(Br)nc2c1c(=O)n(CC(O)COc1ccccc1)c(=O)n2C (centres undefined)	15.2%	-2.1%	-8.7%	-0.5%	i
CCOC(=O)c1c(NC(=O)C2CCCCC2)sc2c1CCN(C(C)C)C2	-6.8%	-7.6%	8.5%	5.1%	0.1%
CN1CCCCCC1=NC1=C(C#N)CCCC1	9.2%	-1.9%	4.6%	7.9%	1.3%
